# LmPK inh – inhibitors of Leishmania mexicana pyruvate kinase; purified LmPK, Kinase-Glo ATP luminescence, 1 h; Potency, µM (series often up to 57.5 µM), for inactives: at the top dose activity change, negative = inhibition, actives largely listed as inhibitors; Q27686; 290,000 compounds, 0.37% hits; also: potency is read from the fitted curve at half-maximal effect
# Target sequence (Q27686 whole entry, looked up): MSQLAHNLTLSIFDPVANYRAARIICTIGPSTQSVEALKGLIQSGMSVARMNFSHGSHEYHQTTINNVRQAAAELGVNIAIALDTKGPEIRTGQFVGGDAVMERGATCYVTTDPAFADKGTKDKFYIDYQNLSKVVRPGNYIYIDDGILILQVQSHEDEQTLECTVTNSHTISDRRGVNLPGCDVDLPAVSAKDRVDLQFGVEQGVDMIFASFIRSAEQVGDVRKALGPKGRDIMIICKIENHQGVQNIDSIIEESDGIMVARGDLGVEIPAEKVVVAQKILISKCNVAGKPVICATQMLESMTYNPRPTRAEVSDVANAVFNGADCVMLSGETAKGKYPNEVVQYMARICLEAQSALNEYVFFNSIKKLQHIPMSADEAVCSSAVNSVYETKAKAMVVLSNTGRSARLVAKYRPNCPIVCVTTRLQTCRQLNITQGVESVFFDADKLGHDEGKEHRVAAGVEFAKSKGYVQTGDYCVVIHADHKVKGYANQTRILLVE
#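 Screened at intermediate enzyme activity to detect both inhibitors and activators: LmPK at 0.1 nM, with a 0.5 nM enzyme column as activation reference. PEP 0.5 mM, ADP 0.1 mM; ATP detected by luminescence after 1 h.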
# Tb PYK inh – blocks Trypanosoma brucei pyruvate kinase; 410,000 compounds, 0.12% hits; Potency, µM (highest dose often 76.8 µM), without a hit: at the highest dose activity, negative = inhibition, hits mostly inhibitors; Q57TT1; AID 624173; TbPYK enzyme, Kinase-Glo Plus ATP luminescence, 45 min; also: potency is read from the fitted curve at half-maximal effect; nearly all actives have a fitted effect of over 50% in size
#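 Quantitative HTS: titrated library compounds versus trypanosomal pyruvate kinase in TEA buffer (pH 7.2) containing KCl, MgCl2, BSA and Tween-20. Reactions were initiated with ADP, 130 uM final. Kinase-Glo Plus luminescence was read after 45 min at RT.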
# AmpC inh detg – blocks E. coli AmpC beta-lactamase in detergent assay. P00811. AmpC hydrolysis of nitrocefin, absorbance 480 nm, 0.01% Triton. Potency, µM (doses to about 114 µM), for inactives: at the highest dose activity change, negative = inhibition, hits mostly inhibitors. 370,000 compounds, 0.041% hits. AID 485294;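 also: potency is read from the fitted curve at half-maximal effect; 0% = no-compound wells and -100% = no-enzyme wells; nearly all actives have a fitted effect of over 25% in size; some results filed as inactive show a strong effect at the top dose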
# Target sequence (P00811 whole entry, looked up): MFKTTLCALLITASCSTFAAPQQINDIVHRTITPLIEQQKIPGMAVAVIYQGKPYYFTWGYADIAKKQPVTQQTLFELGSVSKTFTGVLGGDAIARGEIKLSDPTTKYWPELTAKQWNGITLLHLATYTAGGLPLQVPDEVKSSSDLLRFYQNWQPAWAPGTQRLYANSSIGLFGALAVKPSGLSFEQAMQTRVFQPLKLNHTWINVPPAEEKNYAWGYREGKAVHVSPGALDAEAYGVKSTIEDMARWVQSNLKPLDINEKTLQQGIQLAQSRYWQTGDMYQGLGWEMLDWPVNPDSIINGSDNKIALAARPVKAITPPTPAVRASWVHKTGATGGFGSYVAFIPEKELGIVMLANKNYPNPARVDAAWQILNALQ
#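 AmpC (5.3 nM in the dispensed reagent) in 20 mM phosphate pH 7.0 with 0.01% (detergent screen) or 0.0001% Triton X-100 was preincubated with compounds for 15 min at room temperature. Nitrocefin was then added from an 800 uM solution, and hydrolysis was followed at 480 nm.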
# HCMV antiviral – human cytomegalovirus inhibition; HFF cells, HCMV-luciferase reporter, 72 h; hits give low values; activity change, negative = inhibition, % at 57.5 µM; 410,000 compounds, 4.5% hits; in the data active = activity change below about -60%; inconclusive = no clear call, values can overlap the other calls; inactive = above about -39%
#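 After 16 h attachment at 37C, HFF cells received test compound and HCMV-luciferase (1 PFU/cell); reporter luminescence read 72 h later, data normalized against buffer-only and known inhibitor Salinomycin.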
# AMA1 RON2 block – AMA1-RON2 (P. falciparum) interaction inhibition | AlphaScreen AMA1-biotinylated RON2 peptide binding | Potency, µM (series often up to 58.2 µM), for inactives: at the highest dose activity change, negative = inhibition, most hits filed as inhibitors | 360,000 compounds, 0.2% hits;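 also: potency is read from the fitted curve at half-maximal effect; 0% = vehicle wells and -100% = peptide control; nearly all actives have a fitted effect of over 45% in size; some results filed as inactive show a strong effect at the top dose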
#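 AMA1 (3D7) with his tag at 25 nM final met compounds first, then biotinylated RON2 peptide at 25 nM; detection used donor plus acceptor beads, 10 µg/mL apiece, read by AlphaScreen after 30 min at room temperature.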
# AmpC no deterg – blocks E. coli AmpC beta-lactamase in detergent-free assay; P00811; AmpC nitrocefin hydrolysis, absorbance 480 nm, 0.0001% Triton; Potency, µM (top dose mostly 57.1 µM), inactives show at the highest dose activity change, negative = inhibition, actives largely listed as inhibitors; 330,000 compounds, 0.52% hits;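 also: potency is read from the fitted curve at half-maximal effect; plate controls were no compound for no effect and no enzyme for full effect; nearly all actives have a fitted effect of over 20% in size; some results filed as inactive show a strong effect at the top dose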
#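 20 mM phosphate pH 7.0 + 0.01% (detergent screen) or 0.0001% Triton X-100; 5.3 nM AmpC reagent; cpd preinc 15 min RT; nitrocefin (800 uM stock) to start; A480 q20 s × 4 min; Activity was normalised to no-enzyme and no-compound control wells.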
# Sm TGR inh – inhibitors of Schistosoma mansoni thioredoxin glutathione reductase | Potency, µM (highest dose often 114 µM), inactives show top-dose activity change, negative = inhibition, most hits filed as inhibitors | purified TGR, DTNB reduction, TNB absorbance 405 nm | 360,000 compounds, 3% hits | AID 485364; also: potency is read from the fitted curve at half-maximal effect; nearly all actives have a fitted effect of over 60% in size
#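 First, TGR (20 nM dispensed) and NADPH were mixed with compound. Second, a 15 min room-temperature incubation followed. Third, further NADPH and then DTNB were added to start the reaction. Finally, TNB absorbance was monitored kinetically.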
# Starred values were filed as active, the others as inactive; ? = inconclusive; / = no result given; [ ] = another dose, or the depositor's remark. Unless noted, calls follow the shape of the dose curve; as a rule, active = well fitted curve in the direction sought with a large enough effect; inconclusive = small, poorly fitted or top-dose-only effect, or another doubt; inactive = no such curve, though single readings can be large; an effect the other way counts as inactive or inconclusive. Unless noted, % is scaled to controls: 0 for no effect and ±100 for the full control effect.
1. CCCS(=O)(=O)N1CCC(C(=O)NCCCOC(C)C)CC1
2. C=C1CCN([C@@H](C)C(=O)NCc2cc(OC)c(OC)c(OC)c2)S(=O)(=O)c2ccccc21
3. COc1ccc(NC(=O)c2c(NCc3cccc(F)c3)sc3c2CCCC3)c(OC)c1
4. CN(C1CCCCC1)S(=O)(=O)c1ccc(S(=O)(=O)N(CC(=O)Nc2ccccc2)C2CC2)cc1
5. CC(NC(=O)c1ccc(S(=O)(=O)NCc2ccco2)cc1)c1ccc(F)cc1 (stereo unspecified)
6. O=C(CCc1nnc(CCCCc2ccccc2)o1)N(CCO)Cc1ccccc1
7. Cc1ccc(C)c(N2CCN(S(=O)(=O)c3c(C)nc4sccn4c3=O)CC2)c1
8. Cc1cccc(NC(=O)COc2cccc3c(=O)n(C)ccc23)c1C
compound no.	1	2	3	4	5	6	7	8
LmPK inh	-1%	5%	/	1%	/	10%	/	/
Tb PYK inh	3%	0%	-14%	1%	-4%	1%	4%	-6%
AmpC inh detg	3%	3%	0%	5%	-1%	-1%	-1%	0%
HCMV antiviral	38	8	-37	?	-2	87	8	-7
AMA1 RON2 block	12%	4%	/	-3%	-11%	-12%	/	/
AmpC no deterg	-1%	3%	/	-18%	-19%	159%[activator]	/	/
Sm TGR inh	5%	6%	-15%	17%	0%	-13%	7%	0%

9. CCN(CC)C(=O)Oc1cc(=O)n(C)c2ccccc12
10. CCN(CC)CCN(C(=O)c1cc2c(ccc3ccccc32)oc1=O)c1nc2cc3c(cc2s1)OCCO3
11. O=c1oc2ccc(Cl)cc2cc1-c1nc(-c2cccs2)no1
12. Cc1ccc(-n2nc(C(=O)N3CCN(c4cccc(C(F)(F)F)c4)CC3)c(=O)n(C)c2=O)cc1
13. O=[N+]([O-])c1cc2c(cc1CN1CCN(c3ccccc3F)CC1)OCO2
14. Cc1ccc(NC(=O)CSc2nc(-c3ccco3)cc(C(F)(F)F)n2)cc1
15. CC(OC(=O)CNC(=O)c1sc2ccccc2c1Cl)c1ccccc1 (stereo unspecified)
16. Cc1ccc(C(=O)N[C@@H](Cc2ccccc2)C(=O)N2CCC3(CC2)NCCc2[nH]cnc23)cc1C
compound no.	9	10	11	12	13	14	15	16
LmPK inh	1%	5%	/	/	1%	/	/	9%
Tb PYK inh	0%	-2%	0%	0%	-3%	8%	-2%	3%
AmpC inh detg	?	-13%	-9%	21%	?	20%	-7%	1%
HCMV antiviral	55	-98*	-15	-25	13	?	0	-38
AMA1 RON2 block	-7%	-8%	/	/	-24%	/	14%	-8%
AmpC no deterg	1%	84%[activator]	/	/	-20%	/	-33%	68%[activator]
Sm TGR inh	-2%	-7%	3%	3%	5%	-4%	-1%	-26%

17. N=c1c2c(n(Cc3ccc(Cl)cc3)c3c1CCC3)CCC2
18. CCc1ccccc1NC(=O)Cn1c(=O)n(-c2ccc(C)cc2)c(=O)c2cc(OC)c(OC)cc21
19. CN(C(=O)c1ccc(NC(=O)Cc2cccc(NC(=O)C3CCCN(C(=O)C4CCCC4)C3)c2)cc1)C1CC1 (stereo unspecified)
20. COc1ccc(C(=O)CC(=O)c2ccc(OC)cc2)cc1
21. CCC(=O)Nc1nc(C)c(-c2csc(Nc3ccc(S(=O)(=O)Nc4cc(C)on4)cc3)n2)s1
22. COC(=O)c1ccc(N(CC(=O)NC2CCCC2)C(=O)CNC(=O)c2ccco2)cc1
23. CC(=O)N1CC2(CC(=O)OC(C)C)CN(C(C)=O)CC(CC(=O)OC(C)C)(C1)C2=O
24. CC(C)(C(=O)N1CCC1(C)C(=O)NC1Cc2ccccc2C1)c1ccccc1 (stereo unspecified)
compound no.	17	18	19	20	21	22	23	24
LmPK inh	-4%	/	/	-8%	5%	1%	-3%	/
Tb PYK inh	2%	3%	0%	-6%	/	6%	-5%	-5%
AmpC inh detg	-16%	17%	/	-11%	?	-8%	0%	/
HCMV antiviral	-102*	-2	15	5	/	-2	-11	-4
AMA1 RON2 block	-6%	/	7%	102%[activator]	/	1%	-1%	-8%
AmpC no deterg	1%	/	/	-35%	-43%	-27%	-5%	/
Sm TGR inh	6%	5%	/	-27%	-8%	-27%	5%	/

25. COc1ccc(F)c(CN2CCC(n3nccc3NC(=O)CCCc3ccccc3)CC2)c1
26. COC(=O)c1nc(-c2ccc(C)cc2)[nH]c1C(C)(C)C
27. CC(=O)c1cccc(CN2CCc3ccc(NC(=O)C4CCCO4)cc3C2)c1 (stereo unspecified)
28. CC(C)c1onc(C(=O)NCc2ccc(F)cc2)c1[N+](=O)[O-]
29. O=C(COC(=O)c1cc[n+]([O-])cc1)Nc1cc([N+](=O)[O-])ccc1Cl
30. CCN(CC)S(=O)(=O)c1ccc(Cl)c(NC(=O)c2ccccc2C)c1
31. CCNc1ccc2c(Cl)cc(=O)oc2c1
32. O=C(Nc1ccc(N2CCCCC2)c(Cl)c1)c1cccnc1
compound no.	25	26	27	28	29	30	31	32
LmPK inh	-6%	/	1%	-1%	/	1%	6%	0%
Tb PYK inh	6%	6%	-1%	-1%	-8%	3%	14%	0%
AmpC inh detg	?	/	-6%	-9%	-10%	-12%	3%	?
HCMV antiviral	40	-35	10	-20	-6	-40	-6	-78*
AMA1 RON2 block	3%	0%	1%	7%	8%	1%	31%[activator]	59%[activator]
AmpC no deterg	150%[activator]	/	-2%	-16%	2%	-13%	-5%	1%
Sm TGR inh	-1%	/	-12%	-16%	-3%	-20%	-2%	-1%

33. COC(=O)c1ccc(C2c3c(oc4ccc(F)cc4c3=O)C(=O)N2CCO)cc1 (stereo unspecified)
34. COc1ccc(NC(=O)C2(C)CCN2C(=O)c2ccc(C(C)(C)C)cc2)cc1OC (stereo unspecified)
35. COc1cc(OC)c(N2CC(C(=O)Nc3cccc(C(=O)NC4CC4)c3)CC2=O)cc1Cl (stereo unspecified)
36. NC(=S)NC1CC2C=CC1C2 (stereo unspecified)
37. CS(=O)(=O)N1CCc2nc(-c3ccccc3)sc2C1
38. COc1cc(C2/C(=C(/O)c3ccc(OCC(C)C)cc3)C(=O)C(=O)N2CCN(C)C)ccc1O (stereo unspecified)
39. Cc1ccc2c(c1)N(Cc1cccc(Cl)c1)C(=O)c1cccnc1O2
40. CCn1c2ccc(C)cc2c2nnc(SCCN3CCCCC3)nc21
compound no.	33	34	35	36	37	38	39	40
LmPK inh	-5%	/	/	0%	2%	-3%	5%	-2%
Tb PYK inh	1%	2%	5%	-16%	1%	-6%	2%	-6%
AmpC inh detg	3%	/	-2%	-7%	4%	?	?	-12%
HCMV antiviral	4	?	-5	36	154	16	?	-21
AMA1 RON2 block	-4%	-10%	0%	13%	3%	1%	-13%	4%
AmpC no deterg	-9%	/	9%	-9%	-2%	8%	4%	58%
Sm TGR inh	-2%	/	-9%	-17%	-4%	45µM*	2%	3%

# An excerpt from above in order of formula weight, ascending:
37. CS(=O)(=O)N1CCc2nc(-c3ccccc3)sc2C1
39. Cc1ccc2c(c1)N(Cc1cccc(Cl)c1)C(=O)c1cccnc1O2
33. COC(=O)c1ccc(C2c3c(oc4ccc(F)cc4c3=O)C(=O)N2CCO)cc1 (stereo unspecified)
35. COc1cc(OC)c(N2CC(C(=O)Nc3cccc(C(=O)NC4CC4)c3)CC2=O)cc1Cl (stereo unspecified)
compound no.	37	39	33	35
LmPK inh	2%	5%	-5%	/
Tb PYK inh	1%	2%	1%	5%
AmpC inh detg	4%	?	3%	-2%
HCMV antiviral	154	?	4	-5
AMA1 RON2 block	3%	-13%	-4%	0%
AmpC no deterg	-2%	4%	-9%	9%
Sm TGR inh	-4%	2%	-2%	-9%

# (list continues)
41. CC(=O)O[C@H]1CC[C@]2(C)C3CC[C@@]4(C)C(C[C@@H](O)[C@@H]4O)C3[C@@H](OC(C)=O)C[C@H]2C1 (stereo partly specified)
42. CCOc1ccc2nc(SC(C)C(N)=O)[nH]c2c1 (stereo unspecified)
43. CCSc1ncc(C)cc1[N+](=O)[O-]
44. CCc1nc(SCc2cccnc2)c2c(=O)n(C)c(=O)n(C)c2n1
45. CC(C)c1ccc(S(=O)(=O)Nc2ccc3oc4c(c3c2)C(=O)CC(C)(C)C4)cc1
46. Cc1ccc([N+](=O)[O-])cc1N=Nc1c(-c2ccc([N+](=O)[O-])cc2)[nH]n(C(N)=S)c1=O
47. O=C(NCCc1ccccc1)C1CCN(Cc2ccccc2F)CC1
48. COc1ccc(/C(C)=N/NC(=O)CNC(=O)C2COc3ccccc3O2)c(OC)c1 (stereo unspecified)
compound no.	41	42	43	44	45	46	47	48
LmPK inh	/	8%	2%	-8%	/	0%	-7%	4%
Tb PYK inh	-1%	-2%	-5%	1%	0%	-7%	7%	-10%
AmpC inh detg	/	-16%	10%	?	-3%	?	?	-2%
HCMV antiviral	-9	67	41	?	-8	/	?	22
AMA1 RON2 block	0%	1%	-9%	2%	/	107%[activator]	-28%	2%
AmpC no deterg	/	-10%	-5%	-11%	/	-19%	-19%	26%
Sm TGR inh	/	0%[11.4 µM]	7%	3%	-12%	-5%	3%	11%

49. COc1ccc(-c2cc(C(=O)NCc3ccc(C)cc3)c3cc(C(C)C)ccc3n2)cc1
50. C[C@H](O)[C@@H]1CN2CCc3c([nH]c4ccccc34)[C@@H]2C[C@@H]1N(C)C(=O)OCc1ccccc1
51. CC1CN(C(=O)c2cccc(COc3ccc(Br)cc3)c2)CC(C)O1 (stereo unspecified)
52. Cn1c(SCc2ccccc2)nnc1-c1ccc2c(c1)OCO2
53. CC(C)(C)NC(=O)/C=C/c1cccc(C(F)(F)F)c1
54. COc1ccc(C2c3c(-c4c(C)cc(C)cc4O)n[nH]c3C(=O)N2Cc2ccco2)cc1 (stereo unspecified)
55. COc1cc(C2/C(=C(\O)c3ccc4c(c3)CC(C)O4)C(=O)C(=O)N2CCCn2ccnc2)cc(OC)c1OC (stereo unspecified)
compound no.	49	50	51	52	53	54	55
LmPK inh	/	/	1%	5%	2%	/	-14%
Tb PYK inh	1%	0%	3%	-6%	-13%	1%	7%
AmpC inh detg	1%	/	0%	?	-6%	0%	-1%
HCMV antiviral	8	24	-78*	-28	20	?	29
AMA1 RON2 block	/	-17%	-3%[11.6 µM]	9%	8%	/	-1%
AmpC no deterg	/	/	139%[activator]	-18%	-7%	/	35%
Sm TGR inh	5%	/	0%	36%	-1%	9%	-11%
